HIV Rev-RRE inh: HIV Rev-RRE protein-RNA interaction inhibition; Rev peptide-RRE RNA binding, FRET; inhibition, % at 8 µM; 0.79% of 97,000 active; P05866;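 active = inhibition above the screen-wide mean plus 3 SD, cut at about 35% in these data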;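 also: 0% = median DMSO wells and 100% = median Neomycin B control wells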
Target sequence (P05866 whole entry, looked up): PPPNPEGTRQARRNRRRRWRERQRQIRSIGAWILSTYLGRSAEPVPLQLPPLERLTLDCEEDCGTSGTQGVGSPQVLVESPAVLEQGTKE
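Material: labelled RRE RNA duplex and labelled Rev peptide / Buffer or medium: HEPES pH 7.5 salt buffer with EDTA / Compound dosing: single point, 8 µM final nominal compound concentration / Benchmarks: DMSO low control, neomycin B high control / Timing: 5 min preincubation and 15 min binding, 25 °C / Technique: FRET fluorescence readout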
ERa coact pot: enhances coactivator binding to human estrogen receptor alpha; P03372; TR-FRET ERalpha-LBD/SRC-Cy5 coactivator binding, 2 h; 100 = basal binding, no effect; coactivator binding (% of control), % at 25.6 µM; 1.3% of 86,000 active; AID 639; in the data active = activity above about 200%;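 also: binding measured in presence of low estradiol as agonist stimulus; 0% = peptide alone without receptor and 100% = receptor with peptide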
ERa SRC1 inh: blocks coactivator binding to human estrogen receptor alpha. TR-FRET ER-alpha LBD / SRC-1 peptide, estradiol-bound. inhibition, % at 25.6 µM. 1.7% of 86,000 active. P03372; in the data active = inhibition above about 50%;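 also: 0% = receptor plus peptide control and 100% = peptide only without receptor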
ERb SRC1 inh: blocks coactivator binding to human estrogen receptor beta; 1.3% of 86,000 active; TR-FRET ER-beta LBD / SRC1-Cy5 peptide binding; receptor agonist-loaded with 1 µM estradiol; inhibition, % at 25.6 µM;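 active = compounds whose percent inhibition of the receptor-coactivator binding signal exceeds about 50% in the single-dose screen, limit read from the data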;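 also: 0% = receptor plus peptide wells without compound and 100% = peptide-only wells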
CD11b adhes inh: inhibitors of human CD11b/CD18 binding to fibrinogen. K562 CD11b/CD18 adhesion to fibrinogen, ATPlite luminescence; Mn2+ added to activate the integrin. inhibition, % at 10 µM. 0.54% of 93,000 active. AID 1497;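 active = primary inhibition of 50% or more at 10 µM, then 40% or more on retest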; also: some results filed as inactive read as strong as hits
Target sequence (P05107 whole entry, looked up, other chains not shown): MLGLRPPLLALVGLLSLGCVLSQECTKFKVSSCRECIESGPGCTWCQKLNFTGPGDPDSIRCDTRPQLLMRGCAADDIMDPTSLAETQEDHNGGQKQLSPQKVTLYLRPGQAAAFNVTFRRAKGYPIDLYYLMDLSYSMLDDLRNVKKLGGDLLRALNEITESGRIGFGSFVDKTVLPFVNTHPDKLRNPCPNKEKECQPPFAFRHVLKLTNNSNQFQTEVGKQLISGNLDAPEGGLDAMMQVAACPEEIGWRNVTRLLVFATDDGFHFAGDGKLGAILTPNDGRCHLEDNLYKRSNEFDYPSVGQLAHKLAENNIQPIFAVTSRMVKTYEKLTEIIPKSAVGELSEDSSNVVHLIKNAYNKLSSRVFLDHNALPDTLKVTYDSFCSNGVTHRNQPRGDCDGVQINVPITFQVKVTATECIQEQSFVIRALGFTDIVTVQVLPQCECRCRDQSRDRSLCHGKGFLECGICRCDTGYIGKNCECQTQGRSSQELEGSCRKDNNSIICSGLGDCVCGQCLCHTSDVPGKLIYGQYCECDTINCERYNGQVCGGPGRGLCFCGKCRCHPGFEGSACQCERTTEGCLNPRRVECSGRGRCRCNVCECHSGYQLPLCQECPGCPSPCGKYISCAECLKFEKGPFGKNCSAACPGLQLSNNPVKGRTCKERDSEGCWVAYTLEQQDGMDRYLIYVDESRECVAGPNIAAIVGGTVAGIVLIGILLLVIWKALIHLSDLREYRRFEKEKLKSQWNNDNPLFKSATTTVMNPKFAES
PLK1 inh: blocks human PLK1 kinase activity; P53350; recombinant PLK1 kinase, TR-FRET peptide phosphorylation; inhibition, % at 10 µM; 0.53% of 97,000 active; AID 619;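 active = inhibition of 50% or more in the single-concentration screen; inactive = inhibition below 50%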;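 also: 0% = DMSO max control and 100% = H-89 dihydrochloride min control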
FAK blocker: blocks human focal adhesion kinase activity. Q05397. biochemical FAK kinase activity assay. inhibition, %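 (tested at 7 µM)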. 0.84% of 97,000 active. AID 727; in the data active = inhibition above about 19%;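 also: 0% = DMSO and 100% = reference compound high control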
Mac1 fbg enh: enhancers of human CD11b/CD18 binding to fibrinogen. K562 CD11b/CD18 adhesion to fibrinogen, ATPlite luminescence. activation, % at 10 µM. 0.07% of 93,000 active. AID 1499;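 active = 10 µM primary screen giving 50% or more activity, confirmed by 40% or more on retest at that dose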; also: strong numbers were not always called active
Plk1 PBD FP: inhibitors of human Plk1 polo box domain binding; P53350; Plk1 PBD phosphopeptide binding, fluorescence polarization; inhibition, %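 (tested at about 20 µM)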; 0.13% of 97,000 active; AID 693; in the data active = inhibition above about 34%, passing the limit was not always enough
The depositor's hits bear a star; / = no result given; [ ] = dose if it differs, or a comment. Rows were taken by chance, and some 4.7% of all compounds hit somewhere here.

HIV Rev-RRE inh	ERa coact pot	ERa SRC1 inh	ERb SRC1 inh	CD11b adhes inh	PLK1 inh	FAK blocker	Mac1 fbg enh	Plk1 PBD FP	Compound
25	109	0	-4	-2	-12	-2	4	-29	CCSc1nc(-c2ccc(OC)cc2)ccc1C#N
1	111[fluorescence artefact?]	2[fluorescence artefact?]	10	/	-8	2	/	-1	CCOc1ccc(NCc2nnc(SCC(=O)Nc3cc(C)on3)n2-c2ccccc2OC)cc1
0	96	-2	-15	/	-10	-2	/	-4	CCc1cc2c(=O)c(-c3nc4ccccc4n3C)c(C)oc2c(CN(CC)CC)c1O
/	105	0[fluorescence artefact?]	-2[fluorescence artefact?]	1	/	/	-2	/	CCOC(=O)C1CCN(S(=O)(=O)c2cc(Br)cc3c2N(C(=O)C2CC2)CC3)CC1
2	85	-5	-11	-3	-30	-1	-5	13	CS(=O)(=O)Nc1ccc(C(=O)N2CCN(c3ccccc3F)CC2)cc1
2	87	-8	-5[fluorescence artefact?]	12	-10	4	-2	-11	COc1ccc(C(=O)Nc2ccccc2C(N)=O)cc1
7	110	-2	-5	-14	1	-2	0	-11	Cc1nnc(SCC(=O)Nc2ccc(Br)cn2)[nH]c1=O
3	/	/	/	/	-7	4	/	-10	CC(C)Oc1ccc(CSC(=N)N)cc1
8	58	-17[fluorescence artefact?]	7[fluorescence artefact?]	0	-4	1	1	0	CCCOC(=O)CSC1=C(C#N)C(c2ccccc2Cl)CC(=O)N1 (stereo not drawn)
7	81	31[fluorescence artefact?]	50*[fluorescence artefact?]	-12	-13	-2	-4	11	CCN1C(=O)CC(C(=O)NC)SC1=Nc1cc(Cl)c(O)c(Cl)c1 (stereo not drawn)
7	91	3	-12	4	-33	0	-4	33	COc1cc2c(cc1OC)-c1cc(OCc3ccccc3Cl)nc(=O)n1CC2
/	107	-11	1	-10	/	/	1	/	O/N=C1/C2C3CC4C5C3C1C5C1(OCCO1)C42 (stereo not drawn)

The list goes on:
HIV Rev-RRE inh	ERa coact pot	ERa SRC1 inh	ERb SRC1 inh	CD11b adhes inh	PLK1 inh	FAK blocker	Mac1 fbg enh	Plk1 PBD FP	Compound
2	107	-6	0	/	-5	-1	/	-23	CC1Cc2nc(SCC(=O)Nc3ccc(F)cc3)n(C)c(=O)c2S1 (stereo not drawn)
11	117	2	1	1	-13	1	4	-23	CCOC(=O)COn1c(=O)c[n+]([O-])c2ccccc21
9	109	0	-9	-19	-11	-1	-1	2	CCOC(=O)C1=C(C)NC2=C(C(=O)CCC2)C1c1cccnc1 (stereo not drawn)
1	108	1	6	-28	-26	0	-2	-7	O=C(NC1CCCCC1)C(Cc1ccccc1)NS(=O)(=O)c1cccs1 (stereo not drawn)
0	130	1	-4	/	-6	-5	/	-13	O=C(Cn1nc(-c2ccccc2)ccc1=O)NCC1COCCO1 (stereo not drawn)
5	/	/	/	/	-1	0	/	1	Cn1c(CO)cnc1SCc1ccc(Cl)cc1
0	/	/	/	12	-10	-1	-1	-25	CCN(CC)c1ccc(NC(=O)Nc2ccccc2C(F)(F)F)cc1
12	99	-6	-4[fluorescence artefact?]	-16	-10	1	1	6	CSCCC(NC(N)=O)C(=O)NCC1CCCCC1 (stereo not drawn)
6	118	-6	-5	-3	-12	-1	0	-13	CC(C)(C)NC(=O)CN(C(=O)CS(=O)CC(=O)Nc1ccc(F)cc1)c1ccc(F)c(Cl)c1 (stereo not drawn)
2	118	-10	9	-43	0	4	-1	-26	CCOc1ccc(C(=O)Nc2nncs2)cc1OCC
/	128	-1	-8	-7	/	/	-2	/	Cc1ccc2c(C)c(C(=O)Nc3c(C)n(C)n(-c4ccccc4)c3=O)oc2c1
6	116	9	3	-25	-7	8	2	-4	Oc1ccccc1C1=Nc2ccccc2N=C(c2ccco2)C1

Next section
HIV Rev-RRE inh	ERa coact pot	ERa SRC1 inh	ERb SRC1 inh	CD11b adhes inh	PLK1 inh	FAK blocker	Mac1 fbg enh	Plk1 PBD FP	Compound
0	106	-7	6	2	0	-1	-8	-27	CC(=O)c1cc(F)c(N2CCN(C(=O)Cc3ccccc3)CC2)cc1C
10	97	-8	-10	18	-19	1	3	1	Cc1cc(=O)oc2cc(OC(C)C(=O)N3CCCc4ccccc43)ccc12 (stereo not drawn)
3	/	/	/	7	-2	-1	1	3	N#Cc1cc(-c2ccccc2)oc1/N=C/c1ccccc1O
7	114	-1[fluorescence artefact?]	18	-5	-8	3	-5	-14	COc1ccc(-c2noc(-c3ccccc3Cl)n2)cc1OC
4	112[fluorescence artefact?]	4[fluorescence artefact?]	-4[fluorescence artefact?]	-13	-7	15	1	-3	Cc1ccc(-c2c3c(=O)n(C)c(=O)n(C)c3cn2N2CCOCC2)cc1
4	123	-5	0	8	-1	6	-6	-8	COc1ccc(CCNC(=O)C2CCN(S(C)(=O)=O)CC2)cc1OC
5	/	/	/	/	-2	-2	/	6	CN1C(=O)/C(=N\OC(=O)c2cccc3ccccc23)c2ccccc21
10	95[fluorescence artefact?]	-10[fluorescence artefact?]	0[fluorescence artefact?]	/	-6	4	/	-20	COC(=O)c1c(N)n(-c2cc(OC)cc(OC)c2)c2nc3ccccc3nc12
10	98	-10	-9	-36	-7	0	-6	9	O=C(O)CCc1nn2c3ccccc3n(CC(=O)c3ccccc3)c2nc1=O
6	85	-20	-12	/	0	23*	/	33	CCc1nc(NCc2ccco2)c2oc3ccccc3c2n1
12	114	0	-1	-14	-26	2	-2	11	COc1ccc(-c2noc(CCC(=O)N3CCN(Cc4ccccc4)CC3)n2)cc1
/	118	-5	-5	-12	/	/	-2	/	CCOC(=O)c1snc(C(=O)NC2CCCCC2)c1N

Part of the list above, tab-delimited:
SMILES	HIV Rev-RRE inh	ERa coact pot	ERa SRC1 inh	ERb SRC1 inh	CD11b adhes inh	PLK1 inh	FAK blocker	Mac1 fbg enh	Plk1 PBD FP
CC(C)(C)NC(=O)CN(C(=O)CS(=O)CC(=O)Nc1ccc(F)cc1)c1ccc(F)c(Cl)c1 (stereo not drawn)	6	118	-6	-5	-3	-12	-1	0	-13
CCOc1ccc(C(=O)Nc2nncs2)cc1OCC	2	118	-10	9	-43	0	4	-1	-26
Cc1ccc2c(C)c(C(=O)Nc3c(C)n(C)n(-c4ccccc4)c3=O)oc2c1	/	128	-1	-8	-7	/	/	-2	/
Oc1ccccc1C1=Nc2ccccc2N=C(c2ccco2)C1	6	116	9	3	-25	-7	8	2	-4
CC(=O)c1cc(F)c(N2CCN(C(=O)Cc3ccccc3)CC2)cc1C	0	106	-7	6	2	0	-1	-8	-27
Cc1cc(=O)oc2cc(OC(C)C(=O)N3CCCc4ccccc43)ccc12 (stereo not drawn)	10	97	-8	-10	18	-19	1	3	1
N#Cc1cc(-c2ccccc2)oc1/N=C/c1ccccc1O	3	/	/	/	7	-2	-1	1	3
COc1ccc(-c2noc(-c3ccccc3Cl)n2)cc1OC	7	114	-1[fluorescence artefact?]	18	-5	-8	3	-5	-14
Cc1ccc(-c2c3c(=O)n(C)c(=O)n(C)c3cn2N2CCOCC2)cc1	4	112[fluorescence artefact?]	4[fluorescence artefact?]	-4[fluorescence artefact?]	-13	-7	15	1	-3
COc1ccc(CCNC(=O)C2CCN(S(C)(=O)=O)CC2)cc1OC	4	123	-5	0	8	-1	6	-6	-8
CN1C(=O)/C(=N\OC(=O)c2cccc3ccccc23)c2ccccc21	5	/	/	/	/	-2	-2	/	6
COC(=O)c1c(N)n(-c2cc(OC)cc(OC)c2)c2nc3ccccc3nc12	10	95[fluorescence artefact?]	-10[fluorescence artefact?]	0[fluorescence artefact?]	/	-6	4	/	-20
O=C(O)CCc1nn2c3ccccc3n(CC(=O)c3ccccc3)c2nc1=O	10	98	-10	-9	-36	-7	0	-6	9
CCc1nc(NCc2ccco2)c2oc3ccccc3c2n1	6	85	-20	-12	/	0	23*	/	33
COc1ccc(-c2noc(CCC(=O)N3CCN(Cc4ccccc4)CC3)n2)cc1	12	114	0	-1	-14	-26	2	-2	11
CCOC(=O)c1snc(C(=O)NC2CCCCC2)c1N	/	118	-5	-5	-12	/	/	-2	/

The list continues.
HIV Rev-RRE inh	ERa coact pot	ERa SRC1 inh	ERb SRC1 inh	CD11b adhes inh	PLK1 inh	FAK blocker	Mac1 fbg enh	Plk1 PBD FP	Compound
28	/	/	/	/	-55	-3	/	-222	CCN1/C(=C/c2ccc3cccc(C)c3[n+]2CC)Sc2ccccc21
1	115[fluorescence artefact?]	-5	-14	0	-4	1	0	20	Cc1cc(-c2ccccc2)n(-c2ccc(C(=O)N3CCN(c4ncccn4)CC3)cc2)n1
-3	106	-5	-2	4	-8	-5	-1	19	CCCCN(CCCNC(=O)C1CCN(S(=O)(=O)N2CCOCC2)CC1)Cc1ccccc1
/	90	-10	-15	-16	/	/	-2	/	COC(=O)c1cn(NC(=O)c2ccc3c(c2)OCO3)c(=O)c2ccccc12
2	104	0	10	-28	-10	0	0	12	O=C1COc2ccc(C(=O)NCc3ccc4c(c3)OCO4)cc2N1
-3	/	/	/	-21	-11	-2	30	-17	COc1ccc(NC(=O)c2ccc(CN(c3cc(Cl)ccc3C)S(=O)(=O)c3ccccc3)cc2)cc1OC
3	/	/	/	/	-15	-6	/	-14	Cc1ccc(-n2c(=O)cc(N3CCC(C)CC3)[nH]c2=O)cc1
7	90	-4	8	-2	-5	-3	-6	-2	Cc1ccc(C)c(N2CCN(S(=O)(=O)c3ccc4c(c3)oc(=O)n4C)CC2)c1
13	120	-1	-4	-14	1	0	0	26	CCOc1cc(S(=O)(=O)NCc2ccccc2)ccc1F
3	/	/	/	/	-12	1	/	-7	O=C(CNc1cccc(Cl)c1)c1ccc(Cl)cc1
/	107	-2	-7	-17	/	/	0	/	CC(C)=CC(=O)OCC(=O)Nc1nc(C)c(Cl)cc1Cl
/	142	-24[fluorescence artefact?]	-2[fluorescence artefact?]	-3	/	/	-1	/	O=C(NCN1CCN(c2ccccn2)CC1)c1cnccn1

Next structures follow.
HIV Rev-RRE inh	ERa coact pot	ERa SRC1 inh	ERb SRC1 inh	CD11b adhes inh	PLK1 inh	FAK blocker	Mac1 fbg enh	Plk1 PBD FP	Compound
-1	/	/	/	4	-9	0	1	5	Cc1ccc(NC(=O)c2ccc(OC(=S)N3CCOCC3)cc2)cc1
5	117	-10	-2	/	-10	-2	/	-4	c1ccc(Cn2nnnc2CN2CCCC2)cc1
10	104	1	-4	-4	-45	-4	-3	-3	COC(=O)C1=C(C(=O)c2ccc(C)cc2)C(c2ccc(O)c(OC)c2)n2nnnc2N1 (stereo not drawn)
2	113	-4	-4	-13	-8	-9	-1	7	Cc1ccc2c(C)[nH]c(=O)cc2c1
1	99	-4	0	4	5	0	-1	-9	O=C(NCCC(=O)N1CCN(c2ncccn2)CC1)c1ccccc1
8	/	/	/	32	1	2	5	9	COc1ccc(/C=N/NC(=O)COc2ccccc2-c2ccccc2)cc1
5	93[fluorescence artefact?]	-2	0	6	-12	1	1	-15	COc1cc(OC)c(C2Oc3nc(SC)nnc3-c3ccccc3N2C(C)=O)cc1OC (stereo not drawn)
-2	97	3	3	0	-1	-5	-4	-7	CN(C)CCCN1C(=O)C(O)=C(C(=O)c2cc3ccccc3o2)C1c1ccccc1 (stereo not drawn)
6	126	3	0	/	-3	2	/	6	O=C(NCc1cccnc1)C1CC(=O)N(C2CCCCC2)C1 (stereo not drawn)

Screening results deposited in PubChem by several laboratories.
